# RGS4 pot – RGS4 potentiators or activators, primary screen, cell-based, HEK293 M3R inducible RGS4, calcium flux | carbachol calcium flux Fluo4; hits give low values | B-score at 10 µM | actives 0.92% (n = 310,000);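 active means B-score of the integrated calcium signal more than 4 SD below the library mean, with starting fluorescence not abnormally high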;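 further: negative B-score means reduced calcium response which marks RGS4 activation or potentiation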
#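 Assay system: HEK293 FlpIn-TREx cells, stable M3R, doxycycline-inducible RGS4 / Probe or stimulus: carbachol, ECmax concentration / Times: overnight RGS4 induction, 30 min dye load 37 °C, 20 min compound RT / Signal: kinetic calcium fluorescence imaging with Fluo4-AM dye, 2 µM / Measure: Agonist-evoked peak-minus-minimum fluorescence over baseline, integrated ratio, B score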
# KCNK3 block – human KCNK3 channel inhibitors, primary screen, CHO cells, FluxOR thallium flux, B-score | Potassium channel subfamily K member 3 (Homo sapiens), O14649 | FluxOR fluorescence; hits give low values | B-score at 10 µM | actives 0.84% (n = 340,000) | AID 602410, 2012;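 active means B-score under library mean minus 4 SD, starting fluorescence ratio at most library mean plus 5 SD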;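 further: more negative B-score means stronger inhibition of thallium flux through KCNK3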
# Target sequence (O14649 whole entry, looked up): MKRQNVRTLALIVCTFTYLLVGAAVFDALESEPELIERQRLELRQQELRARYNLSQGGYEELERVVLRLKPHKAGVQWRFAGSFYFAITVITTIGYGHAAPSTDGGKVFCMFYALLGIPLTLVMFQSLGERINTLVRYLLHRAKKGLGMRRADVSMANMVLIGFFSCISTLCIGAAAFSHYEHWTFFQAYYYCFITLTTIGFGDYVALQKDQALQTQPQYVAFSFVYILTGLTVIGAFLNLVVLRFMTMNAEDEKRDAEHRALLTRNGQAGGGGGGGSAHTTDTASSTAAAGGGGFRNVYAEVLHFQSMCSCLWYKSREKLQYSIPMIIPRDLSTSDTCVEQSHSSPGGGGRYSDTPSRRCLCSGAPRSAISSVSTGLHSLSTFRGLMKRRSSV
# KCNQ1 block – inhibitors of human KCNQ1 channel, primary screen, cell-based, thallium flux, high-throughput. Potassium voltage-gated channel subfamily KQT member 1 (Homo sapiens), P51787. actives 1.3% (n = 310,000). CHO-K1 KCNQ1, FluxOR thallium flux fluorescence; hits give high values. B-score at 10 µM. AID 2642, 2010;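 active means compounds whose thallium flux B-score, printed positive for inhibition, exceeds three library SD while starting fluorescence stays within three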;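 further: channel opened by potassium depolarization with thallium stimulus after 20 min compound exposure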
# KCNQ1 act – potentiators or activators of KCNQ1 channel, primary screen, cell-based, thallium flux, high-throughput. CHO-K1 KCNQ1, thallium flux FluxOR fluorescence; hits give high values. B-score at 10 µM. actives 0.35% (n = 310,000). AID 2648, 2010;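 active means fluorescence ratio B-score, a plate-corrected score, at least three library SD, with initial intensity B-score within 5 SD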
#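 Test system: CHO-K1 cells stably expressing KCNQ1 / Medium: assay buffer / Also added: depolarizing K+/Tl+ stimulus, K2SO4 and Tl2SO4 each 12.5 mM in 5x stock / Incubation: 90 min dye loading and 20 min compound exposure, both at room temperature / Signal: thallium influx via FluxOR fluorescence, kinetic imaging / Evaluation: B score of baseline-normalized fluorescence ratio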
# hERG protect – hERG rescue from dofetilide block, primary screen, cell-based, CHO-hERG, FluxOR thallium flux, dofetilide IC70. activation (rescue from dofetilide block), less the hit threshold, % at 10 µM. dofetilide IC70 present. actives 0.51% (n = 310,000). Voltage-gated inwardly rectifying potassium channel KCNH2 (Homo sapiens), Q12809;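 active means activation above the mean of controls blocked by dofetilide plus 5 SD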;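 further: thallium influx through hERG after potassium depolarization seen as dye fluorescence rise; in these data hits start at about 4.7%; inactives centre near -7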
# MrgX1 agonist – agonists of human MrgX1 receptor, primary screen, HEK293 cells, Fluo-4 calcium flux. B-score at 10 µM. actives 0.44% (n = 310,000). AID 588627, 2011. Fluo-4 calcium fluorescence, agonist mode; hits give high values. Mas-related G-protein coupled receptor member X1 (Homo sapiens), Q96LB2;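 active means calcium response B-score plate-corrected fluorescence ratio at least 3 library SD, with starting fluorescence B-score inside 5 SD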
#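 Material: MrgX1-expressing HEK293 cells / Dosing: compound as first of three additions / Incubation: overnight seeding, then 1 h dark dye loading / Signal: Fluo-4 NW calcium fluorescence / Evaluation: B-scored fluorescence response ratio / Benchmarks: positive and negative control wells on each plate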
# TMEM16A inh – TMEM16A chloride channel inhibitors, primary screen, cell-based, HTS. HEK293 TMEM16A/YFP iodide influx fluorescence, ionomycin. actives 1.2% (n = 310,000). normalized B-score (activity score, 25-100; higher = stronger inhibition) at 10 µM. AID 588511, 2011;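 active means ratio plate-corrected score three or more library SD toward inhibition, starting fluorescence score within five deviations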;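 further: score derived from kinetic fluorescence span divided by baseline fluorescence per well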
# MrgX1 PAM – positive allosteric modulators of MrgX1, primary screen, HEK293 cells, Fluo-4 calcium flux; FDSS; hits give high values; B-score at 10 µM; actives 0.63% (n = 310,000);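 active means plate-corrected calcium response at least 3 library SD above typical, normal starting fluorescence, not activating the receptor alone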;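 further: compound read alongside a low EC10 to EC30 dose of BAM8-22 agonist; peak minus trough fluorescence over baseline measured at the second addition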
# ANO1 activ – TMEM16A chloride channel activators or potentiators, primary screen, cell-based, HTS; actives 0.3% (n = 340,000); HEK293 TMEM16A/YFP-H148Q/I152L, iodide quench fluorescence; hits give low values; AID 623877, 2012; B-score at 10 µM; Anoctamin-1 (Mus musculus), Q8BHY3;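 active means fluorescence-ratio B-score plate-corrected deviation score at least 3 library SD below zero, with starting fluorescence score within 5 deviations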;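 further: channel opened by trigger with iodide after compound preincubation; score built on the fluorescence ratio of max minus min over baseline; more negative score means more quench and so TMEM16A activation or potentiation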
# RGS4 block – RGS4 inhibitors, primary screen, cell-based, HEK293 M3R inducible RGS4, calcium flux. Fluo-4 calcium flux; hits give high values; triggered by carbachol at its EC20. B-score at 10 µM. Regulator of G-protein signaling 4 (Homo sapiens), P49798. actives 0.45% (n = 310,000);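 active means B-score, a plate-corrected calcium signal, over three deviations above library mean, with baseline fluorescence within five deviations of library mean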;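 further: RGS4 expression induced by doxycycline in cells with stable M3 receptor; B-score is computed from the integrated fluorescence ratio over baseline after carbachol; higher B-score means a larger calcium signal and so more RGS4 inhibition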
# Target sequence (P49798 whole entry, looked up): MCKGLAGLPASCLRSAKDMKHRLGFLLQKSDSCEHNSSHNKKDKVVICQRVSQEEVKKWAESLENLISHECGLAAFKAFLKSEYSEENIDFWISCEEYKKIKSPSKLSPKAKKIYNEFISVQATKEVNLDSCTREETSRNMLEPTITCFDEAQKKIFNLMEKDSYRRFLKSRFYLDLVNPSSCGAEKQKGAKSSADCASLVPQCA
# KCNK9 block – KCNK9 potassium channel inhibitors, primary screen, HEK293 cells, thallium flux | actives 1.2% (n = 310,000) | Potassium channel subfamily K member 9 (Homo sapiens), Q9NPC2 | FluxOR thallium flux fluorescence; hits give low values | B-score at 10 µM;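 active means ratio B-score over 3 SD below the library mean, with starting fluorescence within 5 SD of its mean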;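 further: negative B-score means less thallium flux so channel inhibition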
# Target sequence (Q9NPC2 whole entry, looked up): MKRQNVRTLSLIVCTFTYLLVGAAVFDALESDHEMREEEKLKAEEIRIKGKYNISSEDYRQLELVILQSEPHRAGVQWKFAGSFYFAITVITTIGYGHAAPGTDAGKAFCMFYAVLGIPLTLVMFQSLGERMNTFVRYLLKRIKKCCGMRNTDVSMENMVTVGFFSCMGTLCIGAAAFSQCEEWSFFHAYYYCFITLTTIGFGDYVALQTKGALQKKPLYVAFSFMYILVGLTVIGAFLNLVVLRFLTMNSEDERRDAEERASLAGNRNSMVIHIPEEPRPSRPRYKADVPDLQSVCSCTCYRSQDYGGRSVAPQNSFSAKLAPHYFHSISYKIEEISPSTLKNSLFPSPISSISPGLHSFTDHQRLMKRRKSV
# An asterisk follows results filed as active; i = inactive; nt = not tested or not shown.
cpd	mol	RGS4 pot	KCNK3 block	KCNQ1 block	KCNQ1 act	hERG protect	MrgX1 agonist	TMEM16A inh	MrgX1 PAM	ANO1 activ	RGS4 block	KCNK9 block
1	Cc1ccc[n+](/C(C(=S)NCc2ccco2)=C(/[O-])c2ccccc2Cl)c1	i	i	i	i	-14	i	i	i	i	i	i
2	CCOC(=O)N1CCN(S(=O)(=O)c2ccc(C(=O)N(CCN(C)C)c3nc4ccc(Cl)cc4s3)cc2)CC1	i	i	i	i	-13	i	i	i	i	i	i
3	Cc1c2cnn(CC(=O)NC3CCCC3)c(=O)c2c(C)n1Cc1ccccc1	i	i	i	i	0	i	i	i	i	i	i
4	Cc1ccc(C)c(NC(=O)C(=O)NCCc2c[nH]c3ccccc23)c1	i	i	i	i	-11	i	i	i	i	i	i
5	COc1cc(-c2cc(OC)c3c(C)oc(C)c3c(=O)c2)ccc1O	i	i	i	i	-10	30*	i	i	i	i	i
6	N#C/C(=N\Nc1cccc2ccccc12)c1nnc2n1CCCCC2	i	i	i	i	-8	i	i	i	i	i	i
7	O=Cc1c(N2CCOCC2)nc2ccccn2c1=O	i	i	i	i	-9	i	i	i	i	i	i
8	CCc1ccc(NC(=O)NCCN2CCc3ccccc3C2)cc1	nt	i	nt	nt	nt	i	i	i	i	nt	nt
9	O=C(N/N=C/c1cccnc1)c1cccc(F)c1	i	i	i	i	-10	i	i	i	i	i	i
10	CCc1cccc(NC(=S)N(CCOC)C(C)c2ccco2)c1 (centres undefined)	i	i	i	i	-7	i	i	i	i	i	i
11	COc1ccc(C(=O)CN2C(=O)COc3ccccc32)cc1	i	i	i	i	-17	i	i	i	i	i	i
12	Cc1ccc(N2C(=O)c3ccc(C(=O)N4CCN(c5ccccc5F)CC4)cc3C2=O)cc1	i	i	i	i	-10	i	i	i	i	i	i
13	CCc1nc(C)cn1S(=O)(=O)c1ccc([N+](=O)[O-])cc1	i	i	i	i	-4	i	i	i	i	i	i
14	CC(CN1CCCCC1)OC(=O)c1ccc(Cl)cc1 (centres undefined)	i	i	i	i	-7	i	i	i	i	i	i
15	COCCNC(=O)c1ccc(NS(C)(=O)=O)cc1	i	i	i	i	-1	i	i	i	i	i	i
16	CCn1c(=S)[nH]c2ccccc21	i	i	i	i	-4	i	i	i	i	i	i
17	CSc1nc(-c2ccc(Cl)cc2)nn1S(=O)(=O)c1ccccc1	i	i	i	i	-6	i	i	i	i	i	i
18	CCc1ccc(C2C3=C(CC(C)(C)CC3=O)OC3=C2C(=O)CC(C)(C)C3)cc1	i	i	i	i	-9	i	i	i	i	i	i
19	CCc1c(C)sc(NC(=S)Nc2nc(C)cc(C)n2)c1C(=O)OC	i	i	i	i	-5	i	i	i	i	i	i
20	CSCC[C@H](NC(=O)C1CCN(S(=O)(=O)c2ccccc2)CC1)C(=O)NC1CC1	i	i	i	i	-3	i	i	i	i	i	i
21	O=C(NCc1ccco1)c1cc2nc(-c3ccc4c(c3)OCO4)cc(C(F)(F)F)n2n1	i	i	i	i	-18	i	i	i	i	4.7*	i
22	C=C(Br)Cn1c(CC)nc2ccccc21	i	i	i	i	-6	i	i	i	i	i	i
23	CSc1cccc(NC(=O)c2ccco2)c1	i	i	i	i	-5	i	i	i	i	i	i
24	O=C(CCC1CCCCC1)N1CCN(Cc2ccc3c(c2)OCO3)CC1	i	i	i	i	-8	i	i	i	i	i	i
25	COC(=O)c1nn(-c2ccc(Oc3ccccc3)cc2)c(=O)cc1O	i	i	i	i	-3	i	i	i	i	i	i
26	Cc1cc(C)n(C(CC(=O)O)C(=O)O)n1 (centres undefined)	i	i	i	i	-15	i	i	i	i	i	i
27	COc1ccc(C(C)=O)cc1COC(=O)c1cnc(C)cn1	i	i	i	i	-11	i	i	i	i	i	i
28	C=C(C)CSc1nnc(CCNC(=O)OC(C)(C)C)o1	i	i	i	i	-10	i	i	i	i	i	i
29	CCCCOc1ccc(C2C(C(=O)c3ccc(C)o3)=C(O)C(=O)N2CC2CCCO2)cc1 (centres undefined)	i	i	i	i	-10	i	i	i	i	i	i
30	COCCN1C=C2C(=O)C(C)(OC(=O)C3CCCC3)C(=O)C=C2C=C1c1ccsc1 (centres undefined)	i	i	i	i	-8	i	i	i	i	i	i
31	Cc1ccc(-n2nnnc2SCC(=O)NC2CC2)cc1C	i	i	i	i	-7	i	i	i	i	i	i
32	O=C(Nc1cc2c(cc1Br)OCCCO2)c1ccccc1	i	i	i	i	-4	i	i	i	i	i	i
33	Nn1c(=O)[nH]c2ccccc2c1=O	i	i	i	i	-3	i	i	i	i	i	i
34	COc1ccccc1OCc1nn[nH]n1	i	i	i	i	1	i	i	i	i	i	i
35	Cc1ccccc1Nc1scc(-c2ccc(Cl)cc2)[n+]1-c1ccccc1C	i	i	i	i	-17	nt	nt	nt	i	i	-8.4*
36	CC(C)(C)c1ccc(C(=O)C2CCCN(C(=O)C3CCOCC3)C2)cc1 (centres undefined)	i	i	i	i	-3	i	i	i	i	i	i
37	Cc1ccc(C)c(OCCSc2nnc(-c3cccnc3)n2N)c1	i	i	i	i	-4	i	i	i	i	i	i
38	COc1cc(Nc2ccc(C(=O)O)cc2[N+](=O)[O-])cc(OC)c1	i	i	i	i	-7	i	i	i	i	i	i
39	CC1Cc2ccccc2N1C(=O)c1cc2c(=O)n3ccccc3nc2n1C (centres undefined)	i	i	i	i	-23	i	i	i	i	i	i
40	Cc1ccc2nc3c(cc(C(=O)NCC4CCCO4)c(=N)n3C3CCCC3)c(=O)n2c1 (centres undefined)	i	i	i	i	-16	i	i	i	i	i	i
41	CCCCN(CCCC)NC(=O)c1ccccc1	i	i	i	i	-19	i	i	i	i	i	i
42	O=C(C1=C[C@H](C2CC2)C[C@H](OCc2ccc(CO)cc2)O1)N1CCN(Cc2ccc3c(c2)OCO3)CC1	i	i	i	i	-15	i	i	i	i	i	i
43	Cc1ccc(NC(=O)Nc2ccccc2CC[N+](=O)[O-])cc1	i	i	i	i	-7	i	i	i	i	i	i
44	COc1ccc(NC(=O)CN(C)C(=O)c2ccc(C)s2)cc1	i	i	i	i	-7	i	i	i	i	i	i
45	O=C(NCCCc1ccccc1)C1CCC(=O)N(Cc2ccc(Cl)cc2)C1 (centres undefined)	i	i	i	i	-14	i	i	i	i	i	i
46	Cc1nn(-c2ccccc2)c2c1C(c1ccc([N+](=O)[O-])cc1)C(C#N)=C(N)O2 (centres undefined)	i	i	i	i	-1	i	i	i	i	i	i
47	CC(C)(C)c1cc(-c2ccccc2)n[nH]1	i	i	i	i	-10	i	i	i	i	i	i
48	O=C(NN=C1CCCC1)c1cc(Br)ccc1O	i	i	i	i	-6	i	i	i	i	i	i
49	COc1cc(C(=O)OCC(=O)N(C)c2ccccc2)cc(OC)c1OC	i	i	i	i	-12	i	i	i	i	i	i
50	COc1ccc(S(=O)(=O)N(C)CC(=O)Nc2cccc(C(C)=O)c2)cc1Cl	i	i	i	i	-7	i	i	i	i	i	i
51	CSc1nsc(SCC(=O)Nc2ccc(NC(C)=O)cc2)n1	i	i	i	i	-6	i	i	i	i	i	i
52	Cc1ccc2nc(SCC(=O)NCc3ccco3)[nH]c2c1	i	i	i	i	-8	i	i	i	i	i	i
53	COc1ccc(/C=C/C(=O)N(C)c2ccccc2C(=O)O)cc1	i	i	i	i	-10	i	i	i	i	i	i
54	CS(=O)(=O)N(CC(=O)NCc1ccc(Cl)cc1)C1CCCCC1	i	i	i	i	-12	i	i	i	i	i	i
55	CCCS(=O)(=O)Nc1cccc(-c2nc3cccnc3s2)c1	i	i	i	i	-10	i	i	i	i	i	i
56	CCN(CCCNC(=O)Cn1ncc2c([nH]c3ccccc32)c1=O)Cc1ccccc1	i	i	i	i	-1	i	i	i	i	i	i
57	COc1ccc([N+](=O)[O-])cc1NCc1ccccc1C	i	i	i	i	0	i	100*	i	i	i	i
58	CC(C)(C)OC(=O)NC1CCN(S(=O)(=O)c2ccc3c(c2)OCCO3)CC1	i	i	i	i	-7	i	i	i	i	i	i
59	Cc1ccc(-n2nnnc2SCC(=O)c2cc(C)n(CC3CCCO3)c2C)cc1 (centres undefined)	i	i	i	i	-2	i	i	i	i	i	i
60	O=C(CCc1ccccc1F)N1CCN(c2ccc(C(F)(F)F)cn2)CC1	i	i	i	i	-9	i	i	i	i	i	i
61	COC(=O)c1ccccc1NC(=O)C(C)c1ccc([N+](=O)[O-])cc1 (centres undefined)	i	i	i	i	-8	i	i	i	i	i	i
62	CCC(C(=O)Nc1cc(F)ccc1F)n1nc(C)c2c(C)n(-c3ccc(C)cc3)nc2c1=O (centres undefined)	i	i	i	i	-9	i	i	i	i	i	i
63	O=C(N/N=C/c1ccncc1)NC1CCCCC1	i	i	i	i	-6	i	i	i	i	i	i

# 2 of the compounds above, as labelled records.
56. CCN(CCCNC(=O)Cn1ncc2c([nH]c3ccccc32)c1=O)Cc1ccccc1
  RGS4 pot: i
  KCNK3 block: i
  KCNQ1 block: i
  KCNQ1 act: i
  hERG protect: -1
  MrgX1 agonist: i
  TMEM16A inh: i
  MrgX1 PAM: i
  ANO1 activ: i
  RGS4 block: i
  KCNK9 block: i

57. COc1ccc([N+](=O)[O-])cc1NCc1ccccc1C
  RGS4 pot: i
  KCNK3 block: i
  KCNQ1 block: i
  KCNQ1 act: i
  hERG protect: 0
  MrgX1 agonist: i
  TMEM16A inh: 100*
  MrgX1 PAM: i
  ANO1 activ: i
  RGS4 block: i
  KCNK9 block: i

# Screens deposited in PubChem by Johns Hopkins Ion Channel Center.
